pCIP destab = p/CIP-EGFP fusion destabilizers, primary screen, fluorescence, F442A cells; Q05BA5; 16 h; decrease of EGFP signal, % at 10 µM; 290,000 tested, 0.01% active; AID 1984, 2009;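 active = EGFP signal decrease of at least 30% at 10 µM or well 3 SD below plate mean, unless failing retest; inactive = the rest, including hits failing retest or dose response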; note: some compounds called inactive have numbers as strong as hits; many of its hits are not listed in these tables
IDE cell inh = human IDE inhibitors in live cells, primary screen, fluorescence polarization, HEK cells, FAbetaB substrate. FAbetaB cleavage. inhibition, % at 5.59 µM. 320,000 tested, 0.41% active. AID 434962, 2010;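 active = percent inhibition above the average of all tested compounds plus 3 SD, set per screening campaign, cut at about 16% in these data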;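 note: IDE supplied by intact live HEK cells; FP after avidin binding of uncleaved biotin substrate so inhibition keeps polarization high; 0% = DMSO wells and 100% = 60 µM reference IDE inhibitor Ii1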
Target sequence (P14735 whole entry, looked up): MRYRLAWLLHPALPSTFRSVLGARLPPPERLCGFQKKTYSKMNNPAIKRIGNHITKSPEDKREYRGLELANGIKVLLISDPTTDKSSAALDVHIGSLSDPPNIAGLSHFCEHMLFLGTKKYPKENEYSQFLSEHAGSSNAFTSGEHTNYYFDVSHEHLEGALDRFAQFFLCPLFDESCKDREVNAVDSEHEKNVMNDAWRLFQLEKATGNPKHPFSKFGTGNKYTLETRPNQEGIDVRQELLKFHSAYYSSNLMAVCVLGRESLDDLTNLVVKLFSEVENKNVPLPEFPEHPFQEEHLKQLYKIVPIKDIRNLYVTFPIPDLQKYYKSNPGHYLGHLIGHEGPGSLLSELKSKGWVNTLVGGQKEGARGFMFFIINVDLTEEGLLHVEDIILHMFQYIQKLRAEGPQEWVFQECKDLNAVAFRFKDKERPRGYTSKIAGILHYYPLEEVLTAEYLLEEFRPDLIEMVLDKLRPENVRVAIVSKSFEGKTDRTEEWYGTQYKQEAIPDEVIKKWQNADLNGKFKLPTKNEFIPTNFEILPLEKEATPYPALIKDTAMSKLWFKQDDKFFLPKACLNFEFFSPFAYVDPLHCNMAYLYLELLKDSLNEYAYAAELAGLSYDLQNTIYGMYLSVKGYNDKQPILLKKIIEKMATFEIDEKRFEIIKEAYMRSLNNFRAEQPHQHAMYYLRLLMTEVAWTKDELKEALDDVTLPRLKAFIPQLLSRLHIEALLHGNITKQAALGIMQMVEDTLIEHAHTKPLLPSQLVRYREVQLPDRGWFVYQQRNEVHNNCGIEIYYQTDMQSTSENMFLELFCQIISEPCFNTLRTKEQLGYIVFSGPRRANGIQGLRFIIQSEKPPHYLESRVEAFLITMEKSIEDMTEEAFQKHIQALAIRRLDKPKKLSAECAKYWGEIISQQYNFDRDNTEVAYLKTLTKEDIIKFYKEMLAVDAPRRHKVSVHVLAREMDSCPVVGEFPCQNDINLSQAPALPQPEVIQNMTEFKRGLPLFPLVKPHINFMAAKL
SUMO HTRF inh = inhibitors of in vitro SUMOylation cascade, primary screen, biochemical, HTRF, uHTS | HTRF SUMOylation assay, SAE1/SAE2 + UBC9 | inhibition, % at 35 µM | 290,000 tested, 0.36% active; in the data active = inhibition above about 50%, passing the limit was not always enough; note: strong numbers were not always called active
IMP-1 inh = IMP-1 metallo-beta-lactamase inhibitors, primary screen, biochemical, epi-absorbance readout, Pseudomonas aeruginosa enzyme. metallo-beta-lactamase IMP-1 (Pseudomonas aeruginosa). purified IMP-1, nitrocefin hydrolysis, epi-absorbance fluorescence. inhibition, % at 5.6 µM. AID 1556, 2009. 290,000 tested, 0.45% active;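 active = inhibition above the mean plus 3 SD of all compounds in the same screening run, cut at about 4.5% in these data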;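 note: 0% = IMP-1 with DMSO and 100% = DMSO wells lacking enzyme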
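System: purified IMP-1; amount: IMP-1 0.2 nM before substrate addition; compound: single dose, 5.6 µM; times: 25 °C, 15 min preincubation, 25 min reaction; signal: Epi-absorbance via hydrolysed-nitrocefin quenching of white-plate fluorescence, 480/530 nm, EDTA stop; benchmarks: DMSO with and without IMP-1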
IDE act = human IDE activators in live cells, primary screen, fluorescence polarization, HEK cells, FAbeta-B substrate. Insulin-degrading enzyme (Homo sapiens), P14735. FAbeta-B cleavage; 0% vehicle, 100% cell-free pure enzyme wells. activation, % at 5.96 µM. 340,000 tested, 0.073% active. AID 493087, 2011;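 active = activation above the mean of all tested compounds plus 3 SD, set per screening campaign, cut at about 17% in these data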
GalR3 antag = GalR3 antagonists in HEK293 cells, primary screen, cell-based, fluorescence readout; Galanin receptor type 3 (Homo sapiens), O60755; HEK293 GalR3-CNG cAMP membrane potential fluorescence; galR3 body fused to GalR1 C-terminus; inhibition, % at 3 µM; 360,000 tested, 0.44% active; AID 651719, 2012;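 active = inhibition above the screen-wide average plus 3 SD, cut at about 13% in these data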;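 note: forskolin and galanin both at EC90 stimulate the cells; cAMP rise reported by CNG channel membrane potential dye signal; 0% = forskolin plus galanin with DMSO and 100% = forskolin alone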
VIM-2 inh = VIM-2 metallo-beta-lactamase inhibitors, primary screen, biochemical, epi-absorbance readout, Pseudomonas aeruginosa enzyme | purified VIM-2, nitrocefin hydrolysis, epi-absorbance fluorescence | inhibition, % at 5.6 µM | 290,000 tested, 0.89% active | AID 1527, 2009;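 active = inhibition above the mean of all tested compounds plus 3 SD, cutoff set per screening run, cut at about 7.5% in these data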;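 note: red hydrolysis product quenches plate fluorescence so inhibitors raise well fluorescence; 0% = enzyme with DMSO and 100% = DMSO without enzyme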
CRFBP-R2 block = antagonists of CRF-BP/CRF-R2 complex, primary screen, cell-based, HEK293, calcium dye fluorescence, uHTS; CRF-induced calcium fluorescence; inhibition, % at 11.8 µM; 350,000 tested, 0.59% active; AID 588475, 2011;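 active = inhibition of the ligand-induced calcium signal above about 50% at the single tested concentration, limit read from the data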
NS3 helicase inh = inhibitors of HCV NS3 helicase, primary screen, biochemical, Cy5 molecular beacon fluorescence. inhibition, % at 10.9 µM. NS3 helicase DNA unwinding. 290,000 tested, 0.56% active;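 active = inhibition above the mean of all tested compounds plus 3 SD, set per campaign, cut at about 35% in these data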;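 note: 0% = DMSO wells and 100% = thioflavine S control wells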
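Test system: hepatitis C virus NS3 helicase domain fragment enzyme. Also added: annealed dual-labelled DNA beacon duplex, ATP-started. Timing: 60 min unwinding reaction at 25 °C after ATP addition. Technique: Cy5 fluorescence. Measure: % inhibition of unwinding.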
* marks the source's active call; other numbers are inactive results; . = not tested or not shown; & = joins results of further samples.

Values run as follows: pCIP destab, IDE cell inh, SUMO HTRF inh, IMP-1 inh, IDE act, GalR3 antag, VIM-2 inh, CRFBP-R2 block, NS3 helicase inh
CC1CCc2sc(NC(=S)NC(=O)c3ccccc3)c(C#N)c2C1 (stereo not drawn)
    5, 10, -17, -4.6, -14, -1, -2.7, -49, 0
N#CC1=C(S)N=C(N)C(c2nc(-c3ccccc3)cs2)C12CCCCC2 (stereo not drawn)
    -9, -1, 9, -1.0, -1, -3, -1.8, -3, 2
Cc1ccc(C(=O)OCC(=O)NCc2cccs2)c(C)c1
    2, 0, 5, -1.9, 9, -1, -0.3, 6, 3
Cc1ccc(Nc2nc(N)nc(CSc3nnnn3-c3ccccc3)n2)cc1
    -4, -1, 30, 1.9, 3, -2, -1.2, 12, -40
Cn1c(SCC(=O)Nc2ccc3nc(SCC(=O)N4CCCC4)sc3c2)nnc1-c1ccccc1
    -8, 21*, 43, -2.4, ., -1, 1.8, 17, -1
COc1ccc(CN2C(=O)C(C)Nc3ncnc(N4CCOCC4)c32)cc1 (stereo not drawn)
    ., -1, ., ., -2, -5, ., 14, .
COCCN(C(=O)CSCc1ccc(C)cc1)c1c(N)n(CC(C)C)c(=O)[nH]c1=O
    ., -3, ., ., 8, -4, ., 1, .
Cc1ccsc1C(=O)OCC(=O)Nc1ccc(Cl)cc1C(F)(F)F
    -7, 6, 0, -1.4, 3, -1, -0.6, -107, -4
Cc1nnc(SCC(=O)NC(=O)NC(C)(C)C)s1
    13, -3, -10, 1.9, 6, 0, 0.0, 2, -3
O=C(O)c1cc(S(=O)(=O)N2CCOCC2)c[nH]1
    ., 2, ., ., -2, -2, ., 7, .
CCn1ccnc1CN(C)C(=O)c1cc(COc2ccc(-n3cncn3)cc2)on1
    -2, 8, -1, -2.1, -1, -8, -1.5, 12, 2
CN(C)S(=O)(=O)Nc1ccccc1C(N)=O
    1, -1, 11, -2.2, 2, -4, -3.7, -4, -3
COc1ccccc1CCNC(=O)c1ccc(OC)c(OC2CCN(C(C)C)CC2)c1
    15, 7, 3, -3.5, -2, -5, -0.5, 0, -2
CC(Sc1ncnc2sc(-c3ccccc3)cc12)C(=O)N1CCNC1=O (stereo not drawn)
    ., 5, ., ., -5, -5, ., -21, .
CN(C)C(=O)[C@@H]1C[C@H]1[C@@H](NC(=O)OCc1ccccc1)c1ccccc1
    4, 5, -4, -2.1, 2, 2, -0.8, 1, -3
Cc1ccc(Cl)cc1NC(=O)CCC(=O)Nc1cc(Cl)ccc1C
    -14, 3, 15, -4.0, 2, -3, -3.9, 4, -2
O=c1c2ccccc2nnn1CSc1ccccc1
    -2, -2, 7, -4.2, -1, -9, -2.7, 2, -6
COC(=O)N/N=C/c1cc(Cl)c(OCc2ccccc2F)c(OC)c1
    -6, -1, -2, -2.8, 2, -4, -2.5, -16, -3
CCOC(=O)C1(CC2CCCCO2)CCN(C(=O)Nc2cccc(SC)c2)CC1 (stereo not drawn)
    2, 3, -13, -3.4, 2, -2, -1.8, 17, 0
C=CCSC1=C(C#N)C(c2ccccc2Cl)CC(=O)N1 (stereo not drawn)
    1, 3, 3, -5.0, -2, -4, -3.9, 13, 6

Copied from the results shown, 4 compounds:
Values run as follows: pCIP destab, IDE cell inh, SUMO HTRF inh, IMP-1 inh, IDE act, GalR3 antag, VIM-2 inh, CRFBP-R2 block, NS3 helicase inh
O=c1c2ccccc2nnn1CSc1ccccc1
    -2, -2, 7, -4.2, -1, -9, -2.7, 2, -6
COC(=O)N/N=C/c1cc(Cl)c(OCc2ccccc2F)c(OC)c1
    -6, -1, -2, -2.8, 2, -4, -2.5, -16, -3
CCOC(=O)C1(CC2CCCCO2)CCN(C(=O)Nc2cccc(SC)c2)CC1 (stereo not drawn)
    2, 3, -13, -3.4, 2, -2, -1.8, 17, 0
C=CCSC1=C(C#N)C(c2ccccc2Cl)CC(=O)N1 (stereo not drawn)
    1, 3, 3, -5.0, -2, -4, -3.9, 13, 6

Record cards, from the list above:
O=c1c2ccccc2nnn1CSc1ccccc1 is listed as pCIP destab: -2; IDE cell inh: -2; SUMO HTRF inh: 7; IMP-1 inh: -4.2; IDE act: -1; GalR3 antag: -9; VIM-2 inh: -2.7; CRFBP-R2 block: 2; NS3 helicase inh: -6
Cc1ccsc1C(=O)OCC(=O)Nc1ccc(Cl)cc1C(F)(F)F is listed as pCIP destab: -7; IDE cell inh: 6; SUMO HTRF inh: 0; IMP-1 inh: -1.4; IDE act: 3; GalR3 antag: -1; VIM-2 inh: -0.6; CRFBP-R2 block: -107; NS3 helicase inh: -4
COc1ccc(CN2C(=O)C(C)Nc3ncnc(N4CCOCC4)c32)cc1 (stereo not drawn) is listed as pCIP destab: .; IDE cell inh: -1; SUMO HTRF inh: .; IMP-1 inh: .; IDE act: -2; GalR3 antag: -5; VIM-2 inh: .; CRFBP-R2 block: 14; NS3 helicase inh: .

More compounds
Values run as follows: pCIP destab, IDE cell inh, SUMO HTRF inh, IMP-1 inh, IDE act, GalR3 antag, VIM-2 inh, CRFBP-R2 block, NS3 helicase inh
O=C(CCCN1C(=O)c2ccccc2C1=O)NCC1CCCO1 (stereo not drawn)
    -3, 0, 11, -4.0, 9, -5, -1.9, 28, 12
O=C(NC(Cc1ccccc1)C(=O)N1CCN(S(=O)(=O)c2ccccc2F)CC1)c1ccccc1 (stereo not drawn)
    ., 3, ., ., 4, 4, ., 0, .
CN1CCN(C(=S)Nc2ccc(Cl)cc2)CC1
    8, -1, 5, -1.9, -2, -5, -2.5, -12, 10
COc1cc(OC)cc(-c2c(C#Cc3ccsc3)c3cc(-c4cccc5[nH]cc(C=O)c45)ccc3n2C)c1
    ., 1, ., ., 3, 6, ., -8, .
CC(C)(C)NC(=O)CC(CC(=O)O)c1ccccc1 (stereo not drawn)
    -1, 6, 7, -2.5, 7, -1, 0.1, -3, -5
Cn1c(=O)c2c(nc(Sc3n[nH]c(N)n3)n2Cc2ccccc2Cl)n(C)c1=O
    -22, -2, -10, -2.8, -3, -4, -2.1, 0, -2
CCCc1nnc(NC(=O)c2cc3ccccc3o2)s1
    -8, -3, 8, -2.4, 1, -9, -2.2, -30, 7
COc1ccc(N(Cc2cc3ccc(C)cc3[nH]c2=O)C(=O)c2ccco2)cc1
    -4, 0, 9, -1.7, -1, -4, -0.6, -3, -8
N/C(=N\OC(=O)Cc1ccccc1)c1cccc(Br)c1
    1, 7, -19, -0.1, 4, 0, 0.7, 3, -6
O=C(Cc1ccccc1)Nc1ccccc1C(=O)Nc1ccc(C(=O)O)cc1
    7, 4, 1, -0.8, 2, -3, -2.5, -18, 2
CCOC(=O)Cn1c(=O)oc2cc(S(=O)(=O)Nc3c(C)cc(C)cc3C)ccc21
    10, 2, -11, -3.5, -1, 0, -1.5, -47, -8
NNc1nc(-c2ccccc2)cs1
    -2, 2, 8, -1.1, -2, -6, -3.4, 3, -2
Cc1ccc(C(=O)N2CCN(c3ncccn3)CC2)cc1S(=O)(=O)N1CCCCC1
    0, -8, -5, -2.6, 0, 0, -3.6, -6, -6
O=C(Nc1ccc(S(=O)(=O)Nc2nccs2)cc1)c1cc(=O)[nH]c2ccccc12
    -18, -5, 30, -3.2, 5, 6, -2.8, -6, 2
O=C1CSCC(=O)N1c1ncc(C(F)(F)F)cc1Cl
    -1, 0, 3, -1.9, 5, -8, -3.6, 2, 13
Cc1ccc(N2CCN(C(=O)c3cc(-c4ccc(F)cc4)[nH]c3C)CC2C)cc1 (stereo not drawn)
    0, ., -5, -1.6, 1, -5, 0.3, -4, -32
CCCCCCC(=O)Nc1nc(C)c(-c2csc(Nc3ccc(Cl)cc3)n2)s1
    4, -3, 15, -2.1, 1, ., -2.5, -56, 20
O=C(CCC(=O)c1ccc(-c2ccccc2)cc1)Nc1cccnc1
    -5, 17*, 3, -1.9, -9, -7, -2.2, -10, -8
CCCCNC(=O)c1onc(CSc2ccc(F)cc2)c1C(=O)O
    4, -2, 0, 0.1, -3, -4, -0.2, -1, 9
Cc1cc(-c2ccc(C)c(S(=O)(=O)NCC3CCN(Cc4ccccc4F)CC3)c2)on1
    -5, -6, 10, -1.9, 3, -7, -0.5, -20, -46

Exported as a markdown table: entries from further up.
| Compound | pCIP destab | IDE cell inh | SUMO HTRF inh | IMP-1 inh | IDE act | GalR3 antag | VIM-2 inh | CRFBP-R2 block | NS3 helicase inh |
| --- | --- | --- | --- | --- | --- | --- | --- | --- | --- |
| O=C(Cc1ccccc1)Nc1ccccc1C(=O)Nc1ccc(C(=O)O)cc1 | 7 | 4 | 1 | -0.8 | 2 | -3 | -2.5 | -18 | 2 |
| CCOC(=O)Cn1c(=O)oc2cc(S(=O)(=O)Nc3c(C)cc(C)cc3C)ccc21 | 10 | 2 | -11 | -3.5 | -1 | 0 | -1.5 | -47 | -8 |

Next section:
Values run as follows: pCIP destab, IDE cell inh, SUMO HTRF inh, IMP-1 inh, IDE act, GalR3 antag, VIM-2 inh, CRFBP-R2 block, NS3 helicase inh
CCN(CC)c1nc2c3c(nc4c(c3c1C#N)CC(=O)N4c1ccc(Cl)cc1)NC(C)=N2
    -2, -1, 38, -4.1, -3, 5, -1.6, 9, 9
O=C(O)/C(=C\c1ccc(Br)cc1)NC(=O)c1cccs1
    2, -3, 7, -5.4, 1, -7, -1.0, 0, -3
CC1CCc2ccccc2N1C(=N)N(C)C (stereo not drawn)
    3, -3, 26, -1.6, 4, 8, -3.7, 3, -14
COc1ccc(CCNC(=O)CSc2nnc3c(n2)[nH]c2ccc(F)cc23)cc1OC
    4, 2, 9, -2.3, -3, -9, -1.2, 4, -7
CCN(CC)S(=O)(=O)c1ccc(N2CCOCC2)c(NC(=O)c2ccccc2)c1
    -5, 0, -10, -2.2, -1, -1, -3.2, -18, -9
O=C(CCC(=O)Nc1ccccc1)NNC(=O)c1ccco1
    -2, -8, -12, -3.1, -4, -4, -3.5, 27, -6
O=C(NCCc1cccc(F)c1)C1CCCN(c2nc3ccccc3s2)C1 (stereo not drawn)
    29, 5, -9, -2.0, 0, -8, 0.4, 18, -8
Cc1ncc([N+](=O)[O-])n1CC(C)O (stereo not drawn)
    3&-4, 9, -1&-14, -1.8&0.4, 1, ., -2.8&-1.2, 22, -5&-7
